TDP1 cell CPT: qHTS for Inhibitors of human tyrosyl-DNA phosphodiesterase 1 (TDP1): qHTS in cells in presence of CPT. chicken DT40 Tdp1-/-;hTDP1 cells + 20 nM CPT, ATP luminescence, 48 h. Potency, µM (highest dose often 46.2 µM), inactives show at the top dose activity change, negative = growth inhibition, hits mostly inhibitors. 420,000 tested, 12% active. AID 686979, 2013; further: nearly all actives have a fitted effect of over 55% in size
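Chicken DT40 Tdp1-/- cells stably complemented with human TDP1 were seeded at 400 cells/well in medium containing 20 nM camptothecin, exposed to pin-transferred compounds, and grown at 37 °C for at least 48 hr. Viability was read as ATP luminescence.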
TDP1 cell noCPT: qHTS for Inhibitors of human tyrosyl-DNA phosphodiesterase 1 (TDP1): qHTS in cells in absence of CPT; DT40 Tdp1-/- hTDP1 cells, no CPT, ATP luminescence, 48 h; Potency, µM (titrated, usually from 46.2 µM), without a hit: top-dose activity change, negative = growth inhibition, hits mostly inhibitors; 420,000 tested, 15% active; AID 686978, 2013; further: nearly all actives have a fitted effect of over 55% in size
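Cells were dispensed at 400 per well, compounds added by pin tool, plates incubated ≥48 hr at 37 °C, then CellTiter-Glo added for 30 min at room temperature before luminescence reading. Line: DT40 Tdp1-/- complemented with hTDP1; camptothecin omitted.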
TDP1 inh: qHTS Assay for Inhibitors of Tyrosyl-DNA Phosphodiesterase (TDP1); recombinant TDP1, AlphaScreen DNA substrate cleavage; 350,000 tested, 0.28% active; Tyrosyl-DNA phosphodiesterase 1 (Homo sapiens), Q9NUW8; Potency, µM (highest dose often 130 µM), for the others: top-dose activity change, negative = inhibition, most hits filed as inhibitors; further: nearly all actives have a fitted effect of over 40% in size
Target sequence (Q9NUW8 whole entry, looked up): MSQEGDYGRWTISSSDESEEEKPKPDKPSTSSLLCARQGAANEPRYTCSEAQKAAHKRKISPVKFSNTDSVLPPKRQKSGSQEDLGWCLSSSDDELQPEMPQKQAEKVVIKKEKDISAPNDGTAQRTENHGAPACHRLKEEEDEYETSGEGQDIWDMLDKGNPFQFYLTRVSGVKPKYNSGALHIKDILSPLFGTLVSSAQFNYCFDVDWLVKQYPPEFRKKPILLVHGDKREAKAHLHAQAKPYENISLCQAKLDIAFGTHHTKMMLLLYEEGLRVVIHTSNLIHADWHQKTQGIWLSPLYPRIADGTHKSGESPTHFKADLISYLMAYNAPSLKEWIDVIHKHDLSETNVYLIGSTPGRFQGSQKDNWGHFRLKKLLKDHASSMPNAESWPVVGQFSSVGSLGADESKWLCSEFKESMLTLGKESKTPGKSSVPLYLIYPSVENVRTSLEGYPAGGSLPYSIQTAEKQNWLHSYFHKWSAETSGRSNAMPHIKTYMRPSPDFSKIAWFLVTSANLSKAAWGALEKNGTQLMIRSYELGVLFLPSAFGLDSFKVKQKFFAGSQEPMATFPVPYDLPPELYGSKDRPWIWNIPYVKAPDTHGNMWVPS
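Tdp1 1 nM final; 15 min RT w/ cpd; substrate 15 nM, 5 min; beads 10 ug/ml, 10 min; AlphaScreen read. Neg ctrl: no enzyme.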
The depositor's hits bear a star; u = inconclusive; x = not tested or not shown; [ ] = remark or other dose. The call rests on the fitted dose curve; in most records, active means well fitted curve in the direction sought with a large enough effect; inconclusive means small, poorly fitted or top-dose-only effect, or another doubt; inactive means no such curve, though single readings can be large; an effect the other way counts as inactive or inconclusive. On the % scale 0 is the no-effect control and ±100 the full control effect; potency means the concentration at half of the fitted maximal effect.

smiles | TDP1 cell CPT | TDP1 cell noCPT | TDP1 inh
Cc1cccc(NC(=S)c2nc3ccccc3s2)c1 | u | u | 14%
CC(=O)Cn1cnc2c(cnn2-c2ccccc2)c1=O | 7% | 1% | x
O=C(C1CCN(S(=O)(=O)c2ccc(Cl)s2)CC1)N1CCN(c2ccccc2)CC1 | u | u | x
Cc1ccc(S(=O)(=O)Nc2csc(C)c2C(=O)O)cc1 | 10% | 5% | x
Cc1ccc(-n2ncc(C(=O)NCCCN3CCN(C)CC3)c2C2CCN(C(=O)OC(C)(C)C)CC2)c(C)c1 | u | u | 2%
CCc1c(O)cc(=O)n(-c2ccccc2)c1-c1ccccc1 | -4% | 2% | 3%
CCc1ccc(NC(=O)CNC(=O)c2cn(-c3ccccc3OC)c(=O)c3ccccc23)cc1 | -11% | -15% | 4%
O=S(=O)(Cc1ccccc1)NCC1CCCO1 (centres undefined) | 2% | -4% | 2%
COC(=O)[C@H]1C[C@@H](c2ccccc2)[C@H](C)C1(C)C | 4% | -2% | x
CC(=O)c1cccc(N(CC(=O)NC2CCCC2)C(=O)CNC(=O)c2cccs2)c1 | 17% | 0% | 7%
CCN1CCN(Cc2cccc(Oc3ccc(Cl)cc3)c2)CC1 | u | 16µM* | 1%
N#Cc1c(SCC(=O)Nc2nccs2)nc2c(c1-c1ccco1)CCCC2 | -16% | u | -2%
CCCC(C)C(=O)Nc1cc(S(=O)(=O)N2CCCCC2)ccc1N1CCOCC1 (centres undefined) | -21% | 4% | 1%
Cc1ccnc(NS(=O)(=O)c2ccc(N3C(=O)Nc4ccccc4N3O)cc2)c1 | 6% | -14% | -5%
CC(C)(C)c1cc(C(=O)NNC(=O)Nc2cccc(Cl)c2)n(Cc2ccccc2)n1 | u | u | 5%

New compounds follow:
smiles | TDP1 cell CPT | TDP1 cell noCPT | TDP1 inh
O=S(=O)(SC1=NCCN1)c1ccccc1 | -6% | -20% | x
CC(=O)Nc1nc(C)c(Oc2ccc(Cl)cc2Cl)c(=O)[nH]1 | 1% | -1% | -9%
Cc1cc(Br)cn2c(Cc3ccccc3)c(-c3ccco3)nc12 | u | u | x
COc1ccccc1CCNC(=O)CCc1c(C)c2cc3c(C)c(C)oc3cc2oc1=O | 18µM* | 16µM* | 7%
CC(=O)Nc1ccc(NC(=O)C2CC(=O)N(Cc3ccccc3)C2)cc1 (centres undefined) | -2% | 4% | -5%
CCCC[C@@H]1Cc2[nH][nH]c(=O)c2[C@H](c2cccc3ccccc23)O1 | 5% | -24% | x
CCN(CC)S(=O)(=O)c1ccc2c(c1)nc(CCC(=O)Nc1ccc3c(c1)OCO3)n2C | -6% | u | 7%
CCN(CCn1cccn1)C(=O)CC1C(=O)NCCN1CC1CCCCC1 (centres undefined) | 4% | -10% | 6%
O=C(Nc1ccncc1)c1cc(-c2ccccn2)nc2ccccc12 | 12% | -18% | u
Cc1cccc(NC(=O)c2ccc(S(=O)(=O)N3CCOCC3)cc2)n1 | 5% | -11% | 5%
COc1ccc(-c2c(C(=O)c3ccccc3)[nH]c(N)c2C(=O)NC2CC2)cc1OC | -24% | u | x
[O-]/[N+](=C\c1ccccc1)c1ccccc1 | u | u | 0%
COc1ccc(N(CC(=O)NCC2CCCO2)C(=O)CCC(=O)Nc2nccs2)cc1 (centres undefined) | -2% | 0% | x
CCOC(=O)C[N+](CC)(CC)CC#Cc1ccccc1 | 9% | -7% | 0%
CCOc1ccc(OCC(=O)Nc2ccc(OC)cc2)cc1 | -6% | -25% | 3%

Remaining list, next part:
smiles | TDP1 cell CPT | TDP1 cell noCPT | TDP1 inh
O=C(CCc1nc2ccccc2s1)OCc1ccccc1 | -5% | -13% | -1%
O=C(NCc1ccccc1)c1ncn(Cc2ccccc2)c1C(=O)NCc1ccccc1 | -18% | u | -2%
COc1ccc(N2CCN(c3nc4ccccc4nc3NS(=O)(=O)c3ccccc3)CC2)cc1 | 5% | -27% | 10%
CCN(CC)C(=O)C1=C(C)N(Cc2ccc(F)cc2)C(=O)C(CC(=O)NCC2CCCCC2)C1 (centres undefined) | u | 21µM* | x
CC1(C(=O)NS(=O)(=O)c2cccc(F)c2)CCN1C(=O)c1ccccc1CCc1ccccc1 (centres undefined) | u | -28% | x
CC(=O)c1c(C)[nH]c(C(=O)OCC(=O)NCc2cccs2)c1C | u | u | 0%
C[C@H](CO)N1C[C@H](C)[C@H](CN(C)Cc2cccc(C(F)(F)F)c2)OCc2ccccc2-c2c(n(C)c3ccccc23)C1=O | 6% | -12% | x
O=C(c1ccco1)N1CCN(C(=O)c2cc(-c3ccccc3F)no2)CC1 | -23% | -5% | 3%
COC(=O)CCN(C(=O)c1ccc(Cl)c([N+](=O)[O-])c1)c1ccccn1 | -8% | -8% | -3%
CCn1c(=S)sc2c(=O)n(-c3ccccc3)c(SCC(=O)NCc3ccco3)nc21 | 18µM* | u | 5%
CCC1CCCCN1C(=O)CSc1nc(N)cc(N)n1 (centres undefined) | -14% | -25% | 5%
CCN(CC)S(=O)(=O)c1cc(NC(=O)c2ccc3c(c2)NC(=O)C(C)S3)ccc1C (centres undefined) | 21µM* | 21µM* | 2%
Oc1ccccc1N1CCN(CC(O)COCc2ccccc2Cl)CC1 (centres undefined) | -26% | u | -12%
Cc1nc2ncnn2c(C)c1CCC(=O)N1CCCCC1 | -9% | 0% | 2%
CCOCCCNC(=O)c1cn2c3c(ccc(Cl)c3c1=O)OC(C)C2 (centres undefined) | -10% | -2% | x

Entries of single compounds, quoted from the list.
CCN(CC)C(=O)C1=C(C)N(Cc2ccc(F)cc2)C(=O)C(CC(=O)NCC2CCCCC2)C1 (centres undefined) is listed as TDP1 cell CPT: u; TDP1 cell noCPT: 21µM*; TDP1 inh: x
COC(=O)CCN(C(=O)c1ccc(Cl)c([N+](=O)[O-])c1)c1ccccn1 is listed as TDP1 cell CPT: -8%; TDP1 cell noCPT: -8%; TDP1 inh: -3%

Back to the main list, starting six compounds before the break.
smiles | TDP1 cell CPT | TDP1 cell noCPT | TDP1 inh
CCn1c(=S)sc2c(=O)n(-c3ccccc3)c(SCC(=O)NCc3ccco3)nc21 | 18µM* | u | 5%
CCC1CCCCN1C(=O)CSc1nc(N)cc(N)n1 (centres undefined) | -14% | -25% | 5%
CCN(CC)S(=O)(=O)c1cc(NC(=O)c2ccc3c(c2)NC(=O)C(C)S3)ccc1C (centres undefined) | 21µM* | 21µM* | 2%
Oc1ccccc1N1CCN(CC(O)COCc2ccccc2Cl)CC1 (centres undefined) | -26% | u | -12%
Cc1nc2ncnn2c(C)c1CCC(=O)N1CCCCC1 | -9% | 0% | 2%
CCOCCCNC(=O)c1cn2c3c(ccc(Cl)c3c1=O)OC(C)C2 (centres undefined) | -10% | -2% | x
O=C(c1cccs1)N1CC=C(c2ccccc2)CC1 | -17% | -13% | 0%
COCCN1C[C@@H](CO)O[C@@H](n2cnc3c(NCc4ccc(F)cc4)ncnc32)C1 | -27% | -11% | x
Cc1ccccc1S(=O)Cc1ccc(C(=O)NC2CCN(Cc3ccccc3)CC2)o1 (centres undefined) | -9% | 0% | 2%
COc1cccc(CNC2CCCc3ccccc32)c1OC (centres undefined) | -16% | u | -11%
O=C(COc1ccc(Cl)cc1)NCCCn1ccnc1 | u | -17% | 3%
Cn1c(/C=C/c2cccc([N+](=O)[O-])c2)nc2ccccc2c1=O | -25% | 1% | -1%
Cc1ccc(NC(=O)CCOc2ccccc2C)cc1F | u | u | 4%
CCCCCCC(=O)Nc1ccc(C(=O)N/N=C/c2cccnc2)cc1 | -13% | -5% | 3%
O=C(COC(=O)c1ccccc1O)NCc1ccccc1Cl | 7% | -4% | -4%
CCCOC(=O)C1C2C=CC(C2)C1C(=O)OCC(=O)c1ccccc1 (centres undefined) | u | u | 3%
O=C(CCN1CCN(c2ccccc2)CC1)Nc1ccccc1F | 3% | -5% | 5%
O=c1c2ccccc2cnn1Cc1cccc(Br)c1 | 2% | -19% | 2%
COC(=O)[C@@]12C[C@@H](CC(=O)NCCCN3CCCC3=O)C(=O)N(Cc3ccccc3)C1=CCC(C)(C)C2 | 11% | -27% | x
CCN(CC)CCCNC(=O)C1c2ccccc2C(=O)N(C)C1c1ccc(OC)cc1 (centres undefined) | -8% | 2.3µM* | 2%
CC1(C)Cc2c(cnn2-c2ccc(F)cc2)C(NC(=O)C2=NNC(=O)CC2)C1 (centres undefined) | 15µM* | u | 3%

Some of the entries so far, with each value named.
> COC(=O)[C@@]12C[C@@H](CC(=O)NCCCN3CCCC3=O)C(=O)N(Cc3ccccc3)C1=CCC(C)(C)C2
  TDP1 cell CPT: 11%
  TDP1 cell noCPT: -27%
  TDP1 inh: x
> CCN(CC)CCCNC(=O)C1c2ccccc2C(=O)N(C)C1c1ccc(OC)cc1 (centres undefined)
  TDP1 cell CPT: -8%
  TDP1 cell noCPT: 2.3µM*
  TDP1 inh: 2%

Carrying on.
smiles | TDP1 cell CPT | TDP1 cell noCPT | TDP1 inh
CCn1c(SC(C)C(=O)O)nnc1-c1cccnc1 (centres undefined) | 1% | -2% | -4%
CCCCN1C(C(=O)Nc2ncccn2)=C(O)c2ccccc2S1(=O)=O | 4% | -14% | x
Cc1ccc(CN(c2ccc(C(=O)NCc3ccc4c(c3)OCO4)cc2)S(C)(=O)=O)cc1 | u | u | 5%
O=C(NC1CCCCC1)C(c1ccccc1)n1c(=O)c(-c2cc3ccccc3[nH]2)nc2ccccc21 (centres undefined) | u | u | x
COc1ccc(CNC(=O)COC(=O)/C=C/c2cccc(Br)c2)cc1 | -17% | -8% | 1%
C=C(C)CN(CC)c1nc(N)c2c(N)nc3c(c2c1C#N)CC(=O)N3C12CC3CC(CC(C3)C1)C2 | 3.3µM* | 3.3µM* | 9%
CC(=O)Nc1c(C)nn(-c2ccccc2)c1N1CCC(C(=O)Nc2cc(F)ccc2F)CC1 | 0% | -25% | -3%
COCC(=O)OCC(=O)Nc1ccccc1-c1ccccc1 | 1% | -21% | 1%
O=C1c2[nH]nc(-c3ccccc3)c2C(c2ccccc2)N1c1cccc(C(F)(F)F)c1 (centres undefined) | 12µM* | 16µM* | 1%[12.3 µM]
CCc1[nH]nc2c1C(c1ccsc1)C(C#N)=C(N)O2 (centres undefined) | -28% | u | 4%
N#Cc1ccc(S(=O)(=O)N2CCN(CN3C(=O)CC4(CCCC4)C3=O)CC2)cc1 | -18% | -10% | x
Cc1cc([N+](=O)[O-])nn1CC(=O)N1N=C(C(F)F)CC1(O)C(F)F (centres undefined) | 3% | -18% | 8%
COc1cccc(-c2sc3ccccc3c2-c2ccc(OCCN(C)C)cc2)c1 | u | 18µM* | 11%
Cc1ccc(S(=O)(=O)N2CCN(C(=O)c3ccc4c(c3)OCO4)CC2)cc1 | u | -23% | x
CCOc1ccccc1NC(=O)C1CCCC1 | -26% | -3% | x

The listing continues:
smiles | TDP1 cell CPT | TDP1 cell noCPT | TDP1 inh
Cc1cc(C(=O)Nc2cccc3ccccc23)oc1C | u | -27% | x
COc1cc2c(cc1OC)C(c1ccccc1Cl)N(C)CC2 (centres undefined) | u | -22% | x
COc1ccccc1N1CCN(C(=O)CCNC(=O)c2ccco2)CC1 | -15% | 20% | 0%
CC1CCc2c(C(=O)Nc3ccccn3)csc2C1 (centres undefined) | u | -21% | -2%
COc1ccc(CNC(=O)Cc2cccs2)cc1OC | 1% | 0% | x
Cc1ccnc(NS(=O)(=O)c2ccc(NC(=O)c3ccc(Cl)cc3[N+](=O)[O-])cc2)n1 | -13% | 12% | 7%
CCOc1ccccc1-n1c(CNc2ccc(F)cc2)nnc1SCC(=O)NCc1ccco1 | -28% | -21% | 0%[56.1 µM]
CC1(C)CC(=O)C2=C(C1)Nc1ccccc1NC2c1cccc(F)c1 (centres undefined) | -11% | -7% | 5%
O=C(CSc1nc(O)cc(=O)n1-c1ccccc1)NCc1ccccc1 | -10% | 0% | -3%
CCN(C(=O)COC(=O)COc1ccccc1Cl)c1c(N)n(Cc2ccccc2)c(=O)[nH]c1=O | -21% | 17% | 0%
COCC(C)NC(=O)C1CC(c2cccc(Br)c2)=NO1 (centres undefined) | -28% | -5% | 2%
CC(=O)Nc1ccc(NC(=O)COC(=O)c2cc(S(=O)(=O)N(C)C)ccc2N2CCCC2)cc1 | -25% | u | 4%
O=C(NCc1nnnn1-c1ccccc1)c1ccc2ccccc2c1 | -19% | -16% | x
Cc1c(NS(=O)(=O)c2cc(C(=O)NCc3cccc(Cl)c3)ccc2Cl)c(=O)n(-c2ccccc2)n1C | -19% | 9% | x
